# Assay outcomes: PubChem, several laboratories
# HTR5A inv ag = counter-screen for OPRM1-OPRD1 inverse agonists: human HTR5A inverse agonism. AID 504634. HTR5A cell line, luminescence. inhibition, % at 9.3 µM. P47898. 340,000 tested, 0.083% active; in the data active means inhibition mostly above about 23%, no sharp cut-off; inactive means mostly below about 18%;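 further: 0% = cells with DMSO and 100% = no-cell wells with DMSO; some compounds called inactive have numbers as strong as hits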
# Target sequence (P47898 whole entry, looked up): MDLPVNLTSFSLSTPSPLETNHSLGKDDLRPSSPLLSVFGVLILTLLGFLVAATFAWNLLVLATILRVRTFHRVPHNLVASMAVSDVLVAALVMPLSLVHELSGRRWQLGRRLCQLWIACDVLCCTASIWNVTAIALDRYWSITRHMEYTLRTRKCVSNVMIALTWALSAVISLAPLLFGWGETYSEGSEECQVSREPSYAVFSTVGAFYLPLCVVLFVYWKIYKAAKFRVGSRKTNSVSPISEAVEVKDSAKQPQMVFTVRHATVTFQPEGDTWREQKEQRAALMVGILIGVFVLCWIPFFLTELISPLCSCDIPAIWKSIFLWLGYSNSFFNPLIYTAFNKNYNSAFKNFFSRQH
# PfHsp90 set2 = reduces growth (ATP signal) of yeast expressing P. falciparum Hsp90; S. cerevisiae expressing PfHsp90, BacTiter-Glo ATP, 48 h; yeast lacking PDR1 and PDR3 efflux regulators; inhibition, % at 9.4 µM; 310,000 tested, 0.32% active;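 active means every replicate shows inhibition above about 80%, whatever the replicate mean, limit read from the data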;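 further: 0% = DMSO neutral controls and 100% = 20 µM radicicol positive controls; yeast relying on Plasmodium falciparum Hsp90 in place of its own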
# MOR-DOR inv ag = inverse agonists of human mu-delta opioid receptor heterodimerization | 340,000 tested, 0.21% active | AID 504357 | cell-based MOR-DOR heterodimer luminescence, inverse agonism | inhibition, % at 9.3 µM; in the data active means inhibition above about 22%, passing the limit was not always enough;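 further: 0% = cells with DMSO and 100% = wells without cells with DMSO; values of inactives mirror those of a sister screen read the other way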
# E coli growth = bacterial growth inhibition, counter-screen for AddAB inhibitors; E. coli V3065 growth, OD600 absorbance, 18 h; inhibition, % at 11.9 µM; 330,000 tested, 0.27% active; AID 449728;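 active means inhibition above the campaign's mean inhibition across all tested compounds plus 3 SD, cut at about 9.9% in these data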;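 further: uninfected addAB+ strain grown without phage in ampicillin broth; 0% = DMSO wells and 100% = ciprofloxacin 0.95 µg/ml wells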
# phage Ecoli inh = E. coli growth loss with phage present | growth absorbance | 360,000 tested, 0.26% active | inhibition, % at 11.9 µM | AID 651602; in the data active means inhibition above about 11%
# SUMO Mot1 rescue = blocks SUMOylation pathway, rescuing yeast Mot1-301 growth; S. cerevisiae Mot1-301 growth rescue, ATP luminescence, 38.5C; percent above DMSO median, 100 means doubled; 320,000 tested, 1% active; growth rescue, % at 18.8 µM;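 active means every valid replicate shows activation above 250% relative to neutral control wells; inactive means the rest, any valid replicate at or below 250%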;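 further: OY570 slx delta 5 strain wells were the positive control but not used for scaling; some compounds called inactive have numbers as strong as hits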
# PKA-R2B act = activates the human PKA-R2B holoenzyme complex; 340,000 tested, 0.079% active; PKA-R2B holoenzyme dissociation, Cy5-IP20 fluorescence polarization; R2B truncated from residue 108, S112A mutant; 0% DMSO only, 100% 113 µM cGMP; activation, % at 11.4 µM;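 active means activation above a cutoff set at the mean over all compounds plus 3 SD, cut at about 18% in these data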;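 further: higher means more holoenzyme dissociation and a rise in polarization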
# Target sequence (P31323 whole entry, looked up, other chains not shown, the tested form may be a part): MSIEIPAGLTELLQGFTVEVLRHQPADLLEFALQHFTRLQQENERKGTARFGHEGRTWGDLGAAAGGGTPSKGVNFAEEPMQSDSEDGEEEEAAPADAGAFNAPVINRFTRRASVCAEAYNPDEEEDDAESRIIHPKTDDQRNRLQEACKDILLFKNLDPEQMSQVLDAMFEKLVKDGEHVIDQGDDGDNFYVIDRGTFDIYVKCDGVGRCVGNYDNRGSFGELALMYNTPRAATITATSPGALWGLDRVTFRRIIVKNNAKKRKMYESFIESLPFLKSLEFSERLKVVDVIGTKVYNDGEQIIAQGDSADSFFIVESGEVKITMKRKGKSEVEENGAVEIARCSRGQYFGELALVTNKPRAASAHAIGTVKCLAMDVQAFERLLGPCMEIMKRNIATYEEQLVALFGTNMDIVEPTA
# MOR-DOR ag = agonists of human mu-delta opioid receptor heterodimerization; P35372+P41143; cells, OPRM1-OPRD1 heterodimerization, luminescence; activation, % at 9.3 µM; 340,000 tested, 0.3% active; AID 504326; in the data active means activation above about 18%;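 further: 0% = vehicle-treated cells and 100% = reference agonist; values of inactives mirror those of a sister screen read the other way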
# AddAB inh = less growth of phage-infected E. coli with AddAB; 330,000 tested, 0.29% active; inhibition, % at 11.9 µM; E. coli expressing H. pylori AddAB, absorbance growth; AID 435030; in the data active means inhibition above about 12%;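 further: 0% = vehicle wells of infected cells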
# PKA-R1A act = PKA-R1A complex activation. PKA-R1A dissociation, Cy5-IP20 fluorescence polarization; scaled: DMSO 0%, 113 µM cGMP 100%. activation, % at 11.4 µM. AID 504707. 340,000 tested, 0.083% active. P00514+P68181;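 active means percent activation above the mean of all tested compounds plus 3 SD, cut at about 19% in these data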;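 further: higher means more PKAc released from R1A so a rise in polarization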
# Tat transport = blocks Tat-dependent protein export in E. coli | E. coli MC4100 TorA-mCherry Tat export, fluorescence | inhibition, % at 10 µM | 340,000 tested, 0.036% active;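 active means mean replicate inhibition at least 50% and at least half of replicates individually reaching 50%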;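 further: exported cargo escapes ClpAP degradation while cytoplasmic cargo is degraded and loses fluorescence; 0% = median of neutral control wells and 100% = median of NaSCN control wells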
# * hit, by the source's call; x = no result given; + = active, no number.
# Results follow in this order: HTR5A inv ag	PfHsp90 set2	MOR-DOR inv ag	E coli growth	phage Ecoli inh	SUMO Mot1 rescue	PKA-R2B act	MOR-DOR ag	AddAB inh	PKA-R1A act	Tat transport
O=C(Nc1ccc(F)cc1)C1CCN(S(=O)(=O)c2cccc3nonc23)CC1
  -10	-9	0	-2.1	5.5	-15	-7	-0.1	-0.2	15	-2
Cc1ccc(NC(=O)C(=O)NC(C)C2COc3ccccc3O2)cc1 (centres undefined)
  8	3	-5	-0.2	1.1	170	-10	0.9	5.2	-3	0
CCOc1ccc(Nc2nc(-c3cccnc3)cs2)cc1
  -16	-15	6	-1.7	1.2	8	-1	-1.2	3.1	3	-9
Cc1ccc(C2(C)NC(=O)N(CC(=O)Nc3cc(S(=O)(=O)N(C)C)ccc3C)C2=O)cc1 (centres undefined)
  -14	5	-3	-0.9	1.1	62	-5	0.4	3.2	-9	6
Cc1nc(SCC(=O)N2CCC(C(N)=O)CC2)n[nH]1
  13	x	7	0.1	1.0	x	14	-1.3	1.5	3	-3
O=c1cc(O)c2sc3nc(C(F)(F)F)c4c(c3c2[nH]1)CCCCC4
  -1	-18	10	-2.5	3.0	-5	-2	-2.0	1.4	-15	3
O=[N+]([O-])c1ccc(C2=Nc3cc(Cl)ccc3OC2)cc1
  -4	-4	-51	2.5	4.3	1	2	10	4.2	-2	4
O=C(CSc1nc2ccccc2s1)Nc1ncccn1
  0	10	16	-2.3	0.3	0	3	-2.9	0.8	-10	5
COc1ccc(S(=O)(=O)N2CCOCC2)cc1NC(=O)CNC(=O)c1cccs1
  -25	-2	6	-0.7	5.6	-14	-15	-1.4	1.9	-1	4
CCOc1cc(N)c(Cl)cc1C(=O)NCC1CN(Cc2ccc(F)cc2)CCO1 (centres undefined)
  -29	15	-8	93*	5.0	-2	8	1.4	99*	-3	3
CCC(C)NC(=O)CSc1ccc(S(=O)(=O)N(C)C2CCCCC2)cn1 (centres undefined)
  -24	0	4	1.0	0.7	-6	-4	-1.0	1.0	6	-5
COc1ccc(C(=O)Nc2cccc(-c3ccc(N4CCOCC4)nn3)c2)cc1OC
  25	-4	14	2.3	3.0	-4	-4	-2.9	0.8	-7	-1
O=C(OC(C(=O)NC1CCCCC1)c1ccccc1)c1ccco1 (centres undefined)
  -7	-3	8	1.3	-0.5	-26	-11	-1.2	3.8	-2	8
Cc1c(C(=O)Nc2ccc3c(c2)OCO3)sc2ncn(CC(=O)N3CC(C)CC(C)C3)c(=O)c12 (centres undefined)
  1	-12	11	-0.5	3.0	-1	1	-2.0	-0.4	-4	-10
N#CCCN(C(=O)COC(=O)c1ccc(S(=O)(=O)Nc2ccccc2)cc1)c1ccccc1
  5	-14	10	-0.6	-2.4	+	-10	-1.7	-1.9	2	9
O=C1Nc2c(Br)cc(Br)cc2C1(O)N1CCOCC1 (centres undefined)
  -16	-14	-34	-3.2	-0.8	-11	2	5.6	0.8	-9	-8
CC(=O)N1N=C(c2cccc([N+](=O)[O-])c2)OC1(C)CC(=O)Nc1ccccc1 (centres undefined)
  13	4	-1	-0.3	3.3	-5	9	0.2	2.7	4	2
COc1cc(CO)c(Br)cc1OCC(=O)Nc1ccccc1C
  1	3	0	-3.1	2.2	-4	1	0.0	1.7	-9	0
Cc1ccc(-c2c[n+](CC(=O)Nc3ccc(C)cc3C)c3n2CCC3)cc1
  3	5	11	1.2	3.9	52	-15	-2.2	5.1	-13	0
Cc1ccc(S(=O)(=O)N2CCN(C(=O)COC(=O)CNC(=O)c3ccc(C(C)(C)C)cc3)CC2)c(C)c1
  -21	7	3	0.9	-1.9	3	2	-0.8	2.5	-4	7

# Next results
# Results follow in this order: HTR5A inv ag	PfHsp90 set2	MOR-DOR inv ag	E coli growth	phage Ecoli inh	SUMO Mot1 rescue	PKA-R2B act	MOR-DOR ag	AddAB inh	PKA-R1A act	Tat transport
CC1Cc2nc(SCC(=O)NCC3CCCO3)n(Cc3ccccc3)c(=O)c2S1 (centres undefined)
  11	20	0	0.6	1.9	53	-3	-0.1	0.8	11	-3
O=C(Oc1ccc(C(=S)N2CCOCC2)cc1)c1ccccc1[N+](=O)[O-]
  3	-4	-4	-2.4	2.8	-5	4	0.9	4.8	-6	3
Cn1c(=O)[nH]c(=O)c2c1nc(SCC(=O)O)n2CCCc1ccccc1
  3	2	19	1.3	1.0	-3	-2	-4.1	-1.1	-11	3
COCCN(C(=O)COC(=O)/C=C/c1ccc(C)o1)c1c(N)n(Cc2ccccc2)c(=O)[nH]c1=O
  4	-23	12	2.6	3.2	3	1	-2.2	0.3	-2	5
CCC(C)NC(=O)CCn1c(-c2ccc(F)cc2)cc(C(C)=O)c1C (centres undefined)
  -8	5	-8	1.5	4.2	0	-4	1.1	-0.9	-2	-1
O=C(Nc1cccc(S(=O)(=O)N2CCOCC2)c1)c1ccc(N2CCOCC2)c([N+](=O)[O-])c1
  13	1	11	0.5	4.1	10	-9	-2.1	5.2	-6	-7
CC(C)NC(=O)N(C)C[C@H]1Oc2ccc(NC(=O)C3CCCCC3)cc2C(=O)N([C@H](C)CO)C[C@@H]1C
  -40	-31	12	1.1	0.3	59	-7	-2.6	2.0	5	-5
CC(C)(C)OC(=O)NCc1ccc(CNC(=O)c2nc[nH]c2C(=O)N2CCc3ccccc3C2)cc1
  -3	x	10	-2.5	2.7	4	5	-1.9	-0.3	-7	8
COc1ccc(OC)c(NC(=O)CSc2nnc(Cc3cccn3C)n2CCc2ccccc2)c1
  -17	-2	6	-2.2	2.4	-3	-5	-1.1	0.1	-6	-3
CC12C=CC3(CN(Cc4ccccc4)C(=O)C3C1C(=O)NC1CC1)O2 (centres undefined)
  3	46	4	-2.1	1.7	16	4	-0.7	2.3	2	11
COC(=O)c1nn(-c2ccc(OC)cc2)c(=O)cc1Sc1ccc(C)cc1
  x	-7	x	-1.4	1.7	-6	x	x	2.1	x	-6
Cc1[nH]c(=S)[nH]c(=O)c1Cc1ccccc1
  -3	-19	8	-0.2	0.9	-13	6	-1.4	3.3	-6	-10
CC1(C)Cc2cccc(OCC(=O)NCc3ccccc3)c2O1
  -3	-18	10	-1.0	1.4	x	-4	-2.0	-1.4	5	10
CCOc1ncccc1C(=O)N1CCN(Cc2ccc3c(c2)OCO3)CC1
  -17	1	15	0.0	0.7	297	-5	-3.0	2.2	-3	-11
CN(CC(=O)Nc1ccc(F)cc1)C(=O)COC(=O)c1cc(S(=O)(=O)N(C)C)ccc1N1CCCC1
  1	5	9	0.1	2.6	328	1	-1.9	1.5	0	0
CC(=O)c1c(C)[nH]c(C(=O)OCC(=O)c2ccc(C)s2)c1C
  15	x	1	0.3	6.4	-3	-2	-0.1	0.7	-12	12
CCOC(=O)c1cnc(-n2[nH]c(C)c(Cc3ccccc3)c2=O)[nH]c1=O
  6	6	22	0.2	3.1	15	-3	-3.9	2.9	-3	-1
N#Cc1c(Cl)nc(N/N=C/c2ccccc2)c(Cl)c1Cl
  -15	-5	3	-1.0	1.4	9	-1	-0.5	1.9	2	-6
COc1cc(C2NC(=O)NC(C)=C2C(=O)OCc2ccc(C)cc2)cc(OC)c1O (centres undefined)
  0	x	-4	0.2	-0.5	-4	2	0.7	0.9	9	3
CC(C)OC(=O)CC1C(=O)NCCN1C(=O)COc1ccc(C(C)(C)C)cc1 (centres undefined)
  -8	5	1	-0.6	2.6	19	-5	-0.2	2.0	-5	3

# The list goes on.
# Results follow in this order: HTR5A inv ag	PfHsp90 set2	MOR-DOR inv ag	E coli growth	phage Ecoli inh	SUMO Mot1 rescue	PKA-R2B act	MOR-DOR ag	AddAB inh	PKA-R1A act	Tat transport
Cc1c(C(=O)N2CCCC2)c(S(=O)(=O)Nc2cccc(Br)c2)c(C)n1C
  6	18	-4	-2.0	3.2	709*	2	0.8	3.2	-12	1
COc1ccc(OC)c(/C=C/C(=O)NC2=NCCS2)c1
  -4	-80	6	-1.7	2.1	-14	7	-1.3	3.7	1	-1
CCOC(=O)C(C)Oc1ccc(NC(=O)C(Cl)Cl)cc1 (centres undefined)
  -25	16	3	-0.8	3.3	-14	-10	-0.5	0.0	4	2
O=C(O)CCc1nnc(SCC(=O)Nc2ccc(Cl)c(C(F)(F)F)c2)[nH]c1=O
  -18	9	13	1.1	4.2	-4	6	-2.8	3.6	-9	-5
CCCCC1CCC(C(=O)N(CCOC)c2c(N)n(CCCC)c(=O)[nH]c2=O)CC1 (centres undefined)
  4	20	16	1.1	2.4	-8	-7	-3.4	1.7	3	-15
CN(c1cccc(NS(=O)(=O)c2cccs2)c1)S(C)(=O)=O
  -16	x	12	0.1	-0.5	11	-9	-2.1	1.6	6	-7
COc1ccc(NC(=O)COC(=O)/C=C/c2ccccc2[N+](=O)[O-])cc1OC
  -3	39	0	1.5	1.7	-6	-4	-0.1	2.7	-2	9
CN(C)CCNC(=O)c1cccc2ccc(-c3ccc(-c4ccccc4)cc3)nc12
  -3	-34	-2	x	-0.7	x	-8	0.4	x	-1	-3
CC(C)NC(=O)C1CCN(Cc2cnn(-c3ccccc3)c2-n2cccc2)CC1
  -4	8	7	3.1	-0.6	-22	3	-1.2	2.3	11	6
NC(=O)CSc1ncnc2c1cnn2Cc1ccccc1
  2	14	17	0.1	5.3	-7	-2	-3.3	1.4	2	-9
COC(=O)c1cc(=O)nc2sc(-c3ccc(F)cc3)nn12
  9	3	20	-1.9	x	-20	5	-3.8	0.5	-6	-1
N#Cc1c(-c2ccccc2Cl)c2c([nH]c1=O)-c1ccccc1OC2
  0	15	8	1.7	-0.7	3	-1	-1.5	5.7	7	-8
CN(C)Cc1ccccc1Cc1ccccc1
  -5	6	14	0.9	3.1	-1	-16	-2.5	1.5	-4	-8
CNc1nc(NC)c2cn[nH]c2n1
  11	-2	3	x	-0.4	x	-2	-0.6	x	1	-3
Cc1ccc(-c2[nH]ncc2C(=O)c2ccc(Br)cc2)c(O)c1
  12	-4	-4	1.9	3.0	-29	0	0.6	3.4	6	-4
Cc1cccc(CNC(=O)CCn2ccc3cc(S(=O)(=O)N4CCCC4)ccc32)c1
  -17	14	14	0.4	-2.2	7	5	-2.6	-0.6	-10	2
O=C(Nc1ccc(F)cc1)c1cccnc1
  -25	-12	10	0.7	2.1	-3	-6	-2.0	5.8	-8	2
CCCOc1ccc(C2C(C(=O)c3ccc(C)o3)=C(O)C(=O)N2Cc2ccco2)cc1 (centres undefined)
  -32	22	-1	-1.9	1.7	4	-11	0.1	-0.3	1	-13
COc1cccc(Nc2c(F)c(OC)c(F)c(F)c2C(=O)O)c1
  17	-19	10	-3.3	0.9	0	1	-2.3	2.0	8	3
NC(=O)CC[C@H](NC(=O)c1ccc(F)cc1)C(=O)OCC(=O)NCc1ccc2c(c1)OCO2
  21	12	8	1.6	4.6	-4	4	-1.6	-0.8	12	3
Cc1nc2sccn2c(=O)c1S(=O)(=O)NC(C)c1ccccc1 (centres undefined)
  -9	-15	8	-2.7	2.5	0	-2	-1.3	0.2	2	1
